Bioassay records deposited in PubChem by National Center for Advancing Translational Sciences (NCATS).
aGlu spleen mod: qHTS Assay for Inhibitors and Activators of Human alpha-Glucosidase From Spleen Homogenate; Lysosomal alpha-glucosidase (Homo sapiens), P10253; human spleen homogenate, 4-MU-alpha-glucoside fluorescence; Potency, µM (series often up to 79.9 µM), for inactives: at the top dose activity change, negative = inhibition, usual class: inhibitors; hit rate 0.006% among 240,000; AID 2112, 2009;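 also: 0% = enzyme with vehicle and -100% = no enzyme basal signal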
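Compounds were titrated against alpha-glucosidase in spleen homogenate at pH 5.0, with 1 mM 4-methylumbelliferyl substrate for 40 min at 37 C. Reactions were quenched with pH 10 NaOH/glycine and fluorescence measured.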
GAA glycogen mod: qHTS Assay for Inhibitors and Activators of Human alpha-Glucosidase Cleavage of Glycogen; recombinant GAA, glycogen substrate, Amplex Red glucose oxidase fluorescence; Potency, µM (titrated, usually from 76.4 µM), for the others: top-dose activity change, negative = inhibition, most hits filed as inhibitors; Lysosomal alpha-glucosidase (Homo sapiens), P10253; AID 2100, 2009; hit rate 0.38% among 300,000;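 also: 0% = full enzyme reaction and -100% = no-enzyme basal signal; the screen sought inhibitors and activators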
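Recombinant human enzyme (4 nM); glycogen substrate; 37 C, 40 min, pH 5.0. Readout: coupled glucose oxidase/Amplex Red fluorescence.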
RGS12 GoLoco inh: qHTS Assay for Inhibitors of RGS12 GoLoco Motif Activity (Red Fluorophore) | Guanine nucleotide-binding protein G(i) subunit alpha-1 (Homo sapiens), P63096 | Gai1:RGS12 GoLoco peptide FP, rhodamine, 10 min | Potency, µM (highest dose often 61.6 µM), for the others: at the top dose activity, negative = inhibition, hits mostly inhibitors | hit rate 0.44% among 230,000; active = well fitted inhibition curve with a large enough effect, not every such curve was filed as active; inactive = no such curve, though single readings can be large or run the other way; also: nearly all actives have a fitted effect of over 30% in size; many of its hits are not listed in these tables
L3MBTL1 block: qHTS Assay for the Inhibitors of L3MBTL1; Potency, µM (doses to about 57.1 µM), for inactives: top-dose activity, negative = inhibition, hits mostly inhibitors; hit rate 0.66% among 230,000; AlphaScreen L3MBTL1–H3K9me1 peptide binding; also: nearly all actives have a fitted effect of over 60% in size
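AlphaScreen assay: L3MBTL1 (50 nM final) was preincubated 30 min at room temperature with biotinylated H3(1-15)K9me1 peptide (75 nM final), then 30 min with library compounds; streptavidin donor and nickel chelate acceptor beads (10 ug/mL final) added, 30 min dark.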
TR SRC2 fluor cs: Total Fluorescence Counterscreen for Inhibitors of the Interaction of Thyroid Hormone Receptor and Steroid Receptor Coregulator 2; TRb/SRC2 Texas Red total fluorescence interference; Potency, µM (top dose mostly 106 µM), without a hit: top-dose fluorescence change, negative = quenching; hit rate 0.29% among 280,000; active = well fitted curve in either direction with a large enough effect; inconclusive = small, poorly fitted or top-dose-only effect
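Human TRb ligand-binding domain at 0.6 uM with 20 nM Texas Red SRC2 peptide in Tris buffer containing 1 uM T3 and 5% DMSO, incubated with compound 5 h at ambient temperature. Total fluorescence (555/632 nm) calculated as parallel + 2 × perpendicular.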
RECQ1 inh: qHTS Assay for Inhibitors of RecQ-Like Dna Helicase 1 (RECQ1) | ATP-dependent DNA helicase Q1 (Homo sapiens), P46063 | RECQ1 DNA unwinding, red fluorescence kinetic read | Potency, µM (doses to about 57.3 µM), for the others: top-dose activity, negative = inhibition, most hits filed as inhibitors | hit rate 0.54% among 240,000;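 also: plate controls were vehicle for no effect and no enzyme for full effect; nearly all actives have a fitted effect of over 30% in size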
Target sequence (P46063 whole entry, looked up): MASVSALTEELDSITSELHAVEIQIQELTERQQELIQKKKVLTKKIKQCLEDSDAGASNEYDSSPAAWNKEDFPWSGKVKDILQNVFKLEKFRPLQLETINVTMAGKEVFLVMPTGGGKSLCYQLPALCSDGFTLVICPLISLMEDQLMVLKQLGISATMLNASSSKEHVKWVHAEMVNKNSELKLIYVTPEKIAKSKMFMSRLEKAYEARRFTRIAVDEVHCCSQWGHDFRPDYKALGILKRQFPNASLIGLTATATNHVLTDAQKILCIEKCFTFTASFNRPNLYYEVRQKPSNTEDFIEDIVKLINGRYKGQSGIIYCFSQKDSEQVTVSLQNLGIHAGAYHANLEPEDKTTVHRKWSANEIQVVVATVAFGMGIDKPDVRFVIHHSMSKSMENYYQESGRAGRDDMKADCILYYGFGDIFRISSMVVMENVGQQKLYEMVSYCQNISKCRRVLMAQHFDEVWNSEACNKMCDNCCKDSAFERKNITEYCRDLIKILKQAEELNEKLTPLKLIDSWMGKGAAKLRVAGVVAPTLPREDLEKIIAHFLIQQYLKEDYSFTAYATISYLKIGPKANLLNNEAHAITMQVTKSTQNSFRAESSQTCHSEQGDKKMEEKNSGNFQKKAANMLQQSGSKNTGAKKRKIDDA
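RECQ1T1 50 nM; forked duplex (20 bp + 30-nt ss tails) 200 nM, ATP 2 mM final; pH 8.0, 2 mM MgCl2, 2.5 ug/ml poly(dI-dC); 15 min compound preincubation; discontinuous kinetic read over 2 h at RT.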
TRb SRC2 PPI: qHTS for Inhibitors of the Interaction of Thyroid Hormone Receptor and Steroid Receptor Coregulator 2; Thyroid hormone receptor beta (Homo sapiens), P10828; AID 1469, 2008; hit rate 0.065% among 280,000; Potency, µM (doses to about 106 µM), without a hit: at the top dose activity change, negative = inhibition, usual class: inhibitors; TRbeta-SRC2 peptide binding, fluorescence polarization; receptor liganded with 1 µM T3;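 also: plate controls were bound peptide for no effect and peptide without receptor for full effect; nearly all actives have a fitted effect of over 50% in size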
Target sequence (P10828 whole entry, looked up): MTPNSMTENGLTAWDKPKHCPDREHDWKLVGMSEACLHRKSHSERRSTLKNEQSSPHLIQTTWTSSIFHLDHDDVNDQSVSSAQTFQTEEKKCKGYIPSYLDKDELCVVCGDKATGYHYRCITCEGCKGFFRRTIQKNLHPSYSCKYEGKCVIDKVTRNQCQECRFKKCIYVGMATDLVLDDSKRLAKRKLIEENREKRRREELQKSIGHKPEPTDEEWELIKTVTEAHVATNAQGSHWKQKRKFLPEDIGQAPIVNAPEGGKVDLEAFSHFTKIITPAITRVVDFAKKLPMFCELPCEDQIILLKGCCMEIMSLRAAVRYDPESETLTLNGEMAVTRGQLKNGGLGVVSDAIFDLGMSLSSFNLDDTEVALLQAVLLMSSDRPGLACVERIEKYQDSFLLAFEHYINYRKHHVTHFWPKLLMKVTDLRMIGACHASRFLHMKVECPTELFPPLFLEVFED
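Polarization signal, normalized between peptide-alone and full complex controls, measured compound effects on T3-liganded human TRb LBD (0.6 uM) binding 20 nM Texas Red SRC2 peptide after 5 hr.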
GAA inh: qHTS Assay for Inhibitors of Human alpha-Glucosidase as a Potential Chaperone Treatment of Pompe Disease; Lysosomal alpha-glucosidase (Homo sapiens), P10253; purified human GAA, 4-MU-alpha-glucoside fluorescence; Potency, µM (highest dose often 76.9 µM), for the others: at the highest dose activity change, negative = inhibition, actives largely listed as inhibitors; hit rate 0.005% among 200,000; AID 1466, 2008;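 also: plate controls were uninhibited enzyme wells for no effect and no-enzyme background for full effect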
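qHTS format, compound range up to 77 uM. Human lysosomal enzyme at 4 nM, 400 uM 4-MU glucoside substrate, pH 5.0, 20 min room temperature; fluorescence after alkaline stop gives activity normalized to controls.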
An asterisk follows results filed as active; i = inactive; ? = inconclusive; / = not tested or not shown; & = joins results of further samples; [ ] = dose if it differs, or a comment. Unless noted, calls follow the shape of the dose curve; as a rule, active = well fitted curve in the direction sought with a large enough effect; inconclusive = small, poorly fitted or top-dose-only effect, or another doubt; inactive = no such curve, though single readings can be large; an effect the other way counts as inactive or inconclusive. Unless noted, % is scaled to controls: 0 for no effect and ±100 for the full control effect; potency is read from the fitted curve at half-maximal effect. Only part of the results is shown (hit frequency here may not be typical).

| SMILES | aGlu spleen mod | GAA glycogen mod | RGS12 GoLoco inh | L3MBTL1 block | TR SRC2 fluor cs | RECQ1 inh | TRb SRC2 PPI | GAA inh |
| --- | --- | --- | --- | --- | --- | --- | --- | --- |
| COc1cccc(NC(=O)Cc2cccs2)c1 | -2.7% | 3.6% | 6.1% | -9.0% | -4.0% | i | -0.2% | 5.0% |
| O=C(Nc1cccc(NC(=O)C2CC3CCCC(C2)C3=O)n1)C1CC2CCCC(C1)C2=O (stereo not drawn) | -10.6% | 2.3% | 0.0% | 3.7% | 1.1% | -2.6% | -12.4% | -1.2% |
| COCc1cccc(NC(=O)CCc2ccccc2)c1 | 1.0% | 2.3% | -1.2% | 14.1% | -3.2% | 9.7% | -5.9% | 4.7% |
| COc1cccc(/C=N/NC(=O)c2c(C)nc3ccc(Br)cn23)c1 | -7.3% | -12.7% | 6.8% | 5.7% | -0.6% | i | -3.5% | 9.2% |
| CN(C)c1nc(=NCc2ccco2)ss1 | -4.0% | 1.6% | -6.1% | -4.2% | -4.2% | i | -5.5% | -7.3%[15.4 µM] |
| O=C1c2ccccc2C(O)N1CCN1CCOCC1 (stereo not drawn) | -9.3% | 0.5% | 4.3% | 51.2%[activator] | -1.9% | -2.9% | -0.7% | 3.9% |
| CC(C)[C@H]1C=C(C(=O)O)O[C@@H](OCCCCO)C1 | -0.6% | 4.5% | 1.7% | / | 0.2% | 0.1% | -3.4% | / |
| Cc1ccc(CS(=O)(=O)Cc2ccc(C(=O)NCc3cccs3)o2)cc1 | -0.6% | 1.1% | -3.1% | / | -2.4% | -11.5% | -4.7% | -15.6% |
| O=C(Nc1ccc(C(F)(F)F)cc1)c1ccc2nc[nH]c2c1 | -0.8% | 5.0% | -18.6% | 1.5% | -4.8% | -13.7% | -3.9% | -5.4% |
| CCOc1ccc2cc(C#N)c(SCC(=O)OC)nc2c1 | 3.8% | -1.3% | 0.5% | 15.6% | -0.3% | -3.1% | 6.7% | 5.3% |
| Cc1cc(C(=O)N/N=C/c2ccc(-c3cccc(Cl)c3)o2)n[nH]1 | -3.3% | 5.6% | 9.8% | -14.3% | -4.3% | i | 3.9% | ? |
| CC(=O)c1ccc(N2CCN(C(=O)CCCn3c(=O)[nH]c4ccccc4c3=O)CC2)cc1 | 6.6% | -15.0% | 2.3% | / | -3.2% | i | -7.4% | 12.8% |
| O=C(CSc1n[nH]c(-c2ccccc2)n1)NCc1cccc(C(=O)O)c1 | 4.4% | -5.8% | 6.8% | 13.6% | -1.0% | -4.0% | -10.0% | 10.2% |
| O=C(Nc1cccc(NC(=O)c2ccc3c(c2)OCO3)c1)c1ccccc1 | 3.0% | -6.1% | -14.7% | 9.5% | 0.3% | -12.0% | 1.3% | -2.7% |
| O=C(NCc1ccco1)c1ccc2c(c1)C(=O)c1ccccc1-2 | 0.6% | 1.9% | -5.6% | / | -7.9% | -2.6% | 2.5% | -8.9% |
| O=C(CCCOc1ccc(Cl)cc1Cl)N/N=C/c1ccccc1 | 8.8% | 3.5% | -11.7% | -8.5% | -4.5% | -2.3% | 6.3% | -3.6% |
| Cc1ccc(C(C(=O)NC2CCCCC2)N(C(=O)Cc2c[nH]c3ccccc23)c2ccccc2C)o1 (stereo not drawn) | 3.9% | -1.9% | 10.9% | 2.7% | -0.2% | -1.8% | -5.0% | 8.4% |
| CC(C)Nc1nc(NC(C)C)nc(OCCOC(=O)Nc2ccccc2)n1 | -7.9% | -0.5% | -15.5% | / | -2.1% | -6.8% | -12.3% | 5.7% |
| Oc1cccc2c(NC(=S)Nc3ccc(OC(F)F)cc3)cccc12 | -5.3% | -5.8% | -11.8% | -14.0% | -0.5% | i | -5.0% | -9.0% |
| CCCN1C(=O)C2(SC(NC(C)=O)=NN2C(C)=O)c2cc(C)cc(C)c21 (stereo not drawn) | 6.6% | -14.6% | -5.9% | 40.6%[activator] | -3.2% | -8.7% | -0.6% | / |
| Cc1cc(NC(=O)Nc2ccc3c(ccn3C)c2)sn1 | -3.3%&0.4% | / | 14.4%&8.7% | / | -5.5%&-3.7% | ? | 4.1%&-1.5% | / |
| Cc1c(NC(=O)C(C)OC(=O)C23CC4CC(CC(Br)(C4)C2)C3)c(=O)n(-c2ccccc2)n1C (stereo not drawn) | -6.3% | 0.9% | -0.1% | -22.1% | -0.8% | -2.0% | -0.6% | 4.3% |
| O=C(Nc1ccccc1F)c1ccccc1-c1ccccc1 | -5.9% | -6.3% | -3.3% | 7.7% | -0.5% | -1.0% | 6.7% | 6.3% |
| CC1(C)CC(=O)NC=C(c2ccccc2)C1 | -5.2% | 4.2% | 1.3% | 3.6% | 0.0% | -10.3% | -6.9% | 5.5% |
| Cc1ccc(-c2csc(Nc3ccccc3)[n+]2CCc2ccccc2)cc1 | 2.1% | -13.5% | 14.9% | -2.0% | 1.1% | -4.1% | -3.0% | 0.7% |

Next section; it opens with the 3 that closed the last part.
| SMILES | aGlu spleen mod | GAA glycogen mod | RGS12 GoLoco inh | L3MBTL1 block | TR SRC2 fluor cs | RECQ1 inh | TRb SRC2 PPI | GAA inh |
| --- | --- | --- | --- | --- | --- | --- | --- | --- |
| O=C(Nc1ccccc1F)c1ccccc1-c1ccccc1 | -5.9% | -6.3% | -3.3% | 7.7% | -0.5% | -1.0% | 6.7% | 6.3% |
| CC1(C)CC(=O)NC=C(c2ccccc2)C1 | -5.2% | 4.2% | 1.3% | 3.6% | 0.0% | -10.3% | -6.9% | 5.5% |
| Cc1ccc(-c2csc(Nc3ccccc3)[n+]2CCc2ccccc2)cc1 | 2.1% | -13.5% | 14.9% | -2.0% | 1.1% | -4.1% | -3.0% | 0.7% |
| O=S(N1CCCCCC1)C12CC3CC(CC(C3)C1)C2 (stereo not drawn) | -3.8% | -0.4% | 1.8% | -3.6% | 1.5% | -8.4% | -8.7% | -4.6% |
| COc1ccc(S(=O)(=O)N2CCCCCC2)cc1NC(=O)Cc1ccccc1F | -1.4% | 0.3% | -7.5% | 2.7% | -1.2% | -0.9% | -2.6% | / |
| COc1ccc2cc(/C(C)=N/NC(=S)Nc3cc(S(=O)(=O)N4CCOCC4)ccc3N3CCOCC3)ccc2c1 | -5.5% | -10.1% | 19.9% | -6.9% | -1.1% | ? | -1.7% | ? |
| COc1ccc(C(c2nnnn2CC2CCCO2)N2CCN(c3ccc(F)cc3)CC2)cc1 (stereo not drawn) | -2.2% | -0.5% | 0.0% | / | -2.6% | i | -1.8% | -6.5% |
| CCCCNC(=O)COC(=O)c1c2c(nc3ccccc13)/C(=C/c1cccs1)CC2 | -8.9% | 1.0% | 4.6% | ? | 0.1% | 5.0% | -8.9% | -2.6% |
| N#Cc1nc(Cc2ccccc2)oc1NCc1cccnc1 | -1.1% | -6.8% | 7.4% | -7.9% | -2.7% | -5.2% | 8.9% | -2.3% |
| C=CCn1c(O)c(N=O)c2cc(C)ccc21 | -1.4% | -3.0% | 2.2% | -2.2% | -1.0% | i | 1.3% | -11.4% |
| CCOc1ccc(NC(=O)Nc2cc(-c3ccccc3)sc2C(=O)OC)cc1 | -2.6% | -6.2% | -20.1% | -4.6% | -4.7% | -1.9% | -2.1% | -30.9% |
| COc1ccc(C2CC(O)(c3ccccc3)Oc3cc(C)cc(C)c32)cc1 (stereo not drawn) | -2.1% | / | / | / | -2.2% | -17.0% | 0.4% | / |
| CC[N+]1(CC(O)COC2CC(C)CC(C)(C)C2)CCOCC1 (stereo not drawn) | 4.7% | -18.9% | 5.62µM* | / | -1.9% | 0.0% | -1.5% | / |
| CCN(c1ccccc1)S(=O)(=O)c1ccc(Cl)c(NC(=O)CSc2nncn2C)c1 | -4.2% | 11.8% | 7.0% | 2.4% | 0.0% | -2.9% | -2.5% | 3.2% |
| Cc1ccsc1/C=N/n1cnnc1 | -3.6% | 0.1% | 2.5% | 0.4% | -1.0% | i | 3.4% | / |
| Cc1ccc(NC(=O)N(Cc2cc3cc(C)cc(C)c3[nH]c2=O)CC2COCCO2)cc1 (stereo not drawn) | -4.9% | -6.1% | 1.4% | 5.4% | -1.3% | -6.9% | -1.3% | -12.1% |
| CC12CCC(C(=O)N(c3cccc(Cl)c3)C1=O)C2(C)C (stereo not drawn) | -9.2% | 1.7% | -1.8% | 6.8% | -7.5% | 3.9% | -7.1% | -3.4% |
| O=C(OCc1ccc(F)cc1)c1ccc2c(c1)-c1ccccc1C2=O | -9.1% | -3.9% | 7.2% | -5.5% | -6.4% | -4.8% | 0.7% | -2.0% |
| CCCn1c(N)c(C(=O)NS(=O)(=O)c2ccc(C)cc2)c(=O)n(C)c1=O | -1.6% | 3.7% | 7.1% | 9.0% | -0.1% | -9.5% | 4.1% | 0.7% |
| CC(C)(C)OC(=O)Cn1c(=O)cnc2ccccc21 | 1.3% | 1.7% | 0.5% | / | 1.2% | -3.7% | 4.5% | -5.7% |
| COc1ccccc1N(Cc1ccccc1)S(=O)(=O)c1cc(C(=O)O)ccc1Cl | -9.9% | -4.7% | 8.3% | -2.8% | -2.9% | i | -1.8% | 1.1% |
| O=C(NC1CCCCC1)NC1CC2CCC(C1)N2C(=O)NC1CCCCC1 (stereo not drawn) | 3.0% | 3.4% | 1.3% | 2.2% | -0.8% | -3.8% | -6.1% | -8.5% |
| CC1CCCN(CCCCOc2cccc(Br)c2)C1 (stereo not drawn) | -2.7% | 6.2% | -1.6% | -10.9% | 1.2%[53 µM] | 0.5% | -2.3%[53 µM] | 3.6% |
| COc1ccc(CCC(=O)N2CCCSC2=Nc2ccc(C(C)=O)cc2)cc1 | 7.6% | -6.6% | / | -2.2% | 1.2% | -6.4% | 9.3% | -5.6% |
